RECQ1 helicase – RECQ1 (human) helicase inhibition. P46063. Potency, µM (top dose mostly 57.3 µM), for the others: top-dose activity, negative = inhibition, most hits filed as inhibitors. RECQ1 DNA unwinding, red fluorescence kinetic read. hit rate 0.54% among 240,000;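 further: plate controls were vehicle for no effect and no enzyme for full effect; nearly all actives have a fitted effect of over 30% in size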
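RECQ1T1 50 nM; forked duplex (20 bp + 30-nt ss tails) 200 nM, ATP 2 mM final; pH 8.0, 2 mM MgCl2, 2.5 ug/ml poly(dI-dC); 15 min compound preincubation; discontinuous kinetic read over 2 h at RT.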
TRb SRC2 PPI – inhibitors of human thyroid hormone receptor beta-SRC2 interaction. P10828. TRbeta-SRC2 peptide binding, fluorescence polarization; receptor liganded with 1 µM T3. Potency, µM (titrated, usually from 106 µM), for inactives: at the top dose activity change, negative = inhibition, most hits filed as inhibitors. hit rate 0.065% among 280,000;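 further: plate controls were bound peptide for no effect and peptide without receptor for full effect; nearly all actives have a fitted effect of over 50% in size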
Target sequence (P10828 whole entry, looked up): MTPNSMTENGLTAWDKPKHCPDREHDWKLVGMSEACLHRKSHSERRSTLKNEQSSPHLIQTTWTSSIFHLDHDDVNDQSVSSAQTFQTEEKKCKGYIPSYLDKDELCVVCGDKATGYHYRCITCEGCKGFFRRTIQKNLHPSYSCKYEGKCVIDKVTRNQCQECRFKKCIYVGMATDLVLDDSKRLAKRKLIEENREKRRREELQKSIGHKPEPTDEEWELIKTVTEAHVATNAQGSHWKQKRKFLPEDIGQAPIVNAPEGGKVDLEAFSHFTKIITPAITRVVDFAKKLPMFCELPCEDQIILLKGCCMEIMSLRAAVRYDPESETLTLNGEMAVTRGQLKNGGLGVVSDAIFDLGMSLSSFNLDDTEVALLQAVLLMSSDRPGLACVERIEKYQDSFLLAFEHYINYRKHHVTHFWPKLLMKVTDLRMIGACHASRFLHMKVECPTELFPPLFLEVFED
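Polarization signal, normalized between peptide-alone and full complex controls, measured compound effects on T3-liganded human TRb LBD (0.6 uM) binding 20 nM Texas Red SRC2 peptide after 5 hr.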
TR SRC2 fluor cs – Texas Red fluorescence interference in TRb-SRC2 counter-screen; TRb/SRC2 Texas Red total fluorescence interference; Potency, µM (top dose mostly 106 µM), inactives show top-dose fluorescence change, negative = quenching; hit rate 0.29% among 280,000; active means well fitted curve in either direction with a large enough effect; inconclusive means small, poorly fitted or top-dose-only effect; further: on the % scale 0 is the no-effect control and ±100 the full control effect
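Human TRb ligand-binding domain at 0.6 uM with 20 nM Texas Red SRC2 peptide in Tris buffer containing 1 uM T3 and 5% DMSO, incubated with compound 5 h at ambient temperature. Total fluorescence (555/632 nm) calculated as parallel + 2 × perpendicular.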
Lamin A splicing – modulators of lamin A splicing; HeLa LMNA splicing GFP/RFP minigene ratio, 48 h; Potency, µM (highest dose often 46.1 µM), inactives show at the top dose ratio change, negative = inhibition, hits mostly inhibitors; hit rate 0.01% among 200,000; AID 1487; active means well fitted inhibition curve with a large enough effect in the signal ratio, with a control signal flat, not every such curve was filed as active; inconclusive means small, poorly fitted or top-dose-only effect, or effect the other way, or a change in a side signal; the % refers to the signal ratio; further: on the % scale 0 is the no-effect control and ±100 the full control effect
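S3 HeLa stable clones carrying a lamin A-EGFP splicing minigene plus DsRed2 were seeded at 600 cells/well in Opti-MEM with 2% FBS, pin-dosed and incubated 48 h at 37°C. Acumen cytometry (488 nm) gave the GFP/RFP total-intensity ratio.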
KDM4E inh – blocks human JMJD2E demethylase activity; B2RXH2; JMJD2E catalytic domain, FDH-coupled NADH fluorescence (FDH is formaldehyde dehydrogenase); Potency, µM (doses to about 57.1 µM), for inactives: at the highest dose activity change, negative = inhibition, most hits filed as inhibitors; hit rate 1.6% among 230,000; active means well fitted inhibition curve with a large enough effect, not every such curve was filed as active; inconclusive means small, poorly fitted or top-dose-only effect, or another doubt; inactive means no such curve, though single readings can be large or run the other way;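 further: 0% = wells with enzyme and -100% = buffer wells without enzyme; nearly all actives have a fitted effect of over 50% in size; many of its hits are not listed in these tables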
GoLoco inh red – inhibitors of human Gai1-RGS12 GoLoco interaction (red fluorophore); P63096; Gai1:RGS12 GoLoco peptide FP, rhodamine, 10 min; Potency, µM (doses to about 61.6 µM), without a hit: at the highest dose activity, negative = inhibition, usual class: inhibitors; hit rate 0.44% among 230,000; active means well fitted inhibition curve with a large enough effect, not every such curve was filed as active; inactive means no such curve, though single readings can be large or run the other way; further: on the % scale 0 is the no-effect control and ±100 the full control effect; nearly all actives have a fitted effect of over 30% in size; many of its hits are not listed in these tables
Target sequence (P63096 whole entry, looked up): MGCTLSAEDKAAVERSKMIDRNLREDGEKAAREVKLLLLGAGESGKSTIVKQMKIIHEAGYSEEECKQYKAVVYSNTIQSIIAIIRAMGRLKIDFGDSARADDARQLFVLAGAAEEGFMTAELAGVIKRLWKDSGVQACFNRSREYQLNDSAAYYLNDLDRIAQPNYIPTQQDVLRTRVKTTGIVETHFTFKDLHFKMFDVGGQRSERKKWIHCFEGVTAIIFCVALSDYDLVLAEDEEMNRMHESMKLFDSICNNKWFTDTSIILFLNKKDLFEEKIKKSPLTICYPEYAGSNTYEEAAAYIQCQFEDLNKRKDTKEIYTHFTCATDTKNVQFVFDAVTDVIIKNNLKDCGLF
SMN2 splice enh – SMN2 splice variant enhancement; hit rate 2.8% among 210,000; AID 1458; Potency, µM (titrated, usually from 46.1 µM), without a hit: at the top dose activity change, positive = activation, most hits filed as activators; HEK293 SMN2-luciferase splicing reporter, luminescence, 30-36 h; further: % of control where 0% means no effect; nearly all actives have a fitted effect of over 55% in size
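qHTS luciferase splicing reporter: luminescence rises when SMN2 exon 7 is included in transfected HEK293 cells. Compound exposure lasted 30-36 h at 37C, with 4.5 mM final sodium butyrate as control, followed by a ONE-Glo read.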
ALDH1A1 block – inhibitors of human aldehyde dehydrogenase 1A1. P00352. Potency, µM (top dose mostly 75.3 µM), without a hit: top-dose activity, negative = inhibition, actives largely listed as inhibitors. hit rate 7.3% among 220,000. AID 1030. Purified ALDH1A1, NADH fluorescence, propionaldehyde substrate; active means well fitted inhibition curve with a large enough effect, not every such curve was filed as active; inconclusive means small, poorly fitted or top-dose-only effect, or another doubt; inactive means no such curve, though single readings can be large or run the other way;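 further: plate controls were no enzyme wells and a reference inhibitor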
Starred values were filed as active, the others as inactive; [ ] = remark or other dose. Unless noted, the call rests on the fitted dose curve; in most records, active means well fitted curve in the direction sought with a large enough effect; inconclusive means small, poorly fitted or top-dose-only effect, or another doubt; inactive means no such curve, though single readings can be large; an effect the other way counts as inactive or inconclusive. Potency means the concentration at half of the fitted maximal effect.

`CCCS(=O)(=O)N1CCCC(C(=O)NCCc2ccc(OC)c(OC)c2)C1` (configuration not stated) gave RECQ1 helicase -6%, TRb SRC2 PPI -1%, TR SRC2 fluor cs -3%, Lamin A splicing 8%, KDM4E inh 14%, GoLoco inh red 2%, SMN2 splice enh 2% and ALDH1A1 block -4%.
`O=C(NC1(C(F)(F)F)NC(=O)N(C2CCCCC2)C1=O)c1ccco1` (configuration not stated) gave RECQ1 helicase -4%, TRb SRC2 PPI 6%, TR SRC2 fluor cs 0%, Lamin A splicing inconclusive, KDM4E inh -18%, GoLoco inh red 3%, SMN2 splice enh -68%[inhibitor] and ALDH1A1 block 2%.
Screening COc1ccc(CCNC(=O)CN2C(=O)NC(CCSC)C2=O)cc1 (configuration not stated) returned RECQ1 helicase -6%, TRb SRC2 PPI 0%, TR SRC2 fluor cs -1%, Lamin A splicing -7%[46 µM], KDM4E inh -1%, GoLoco inh red 10%, SMN2 splice enh 5% and ALDH1A1 block 8%.
COc1cccc(-c2nc(CS(=O)CC(=O)NCCCOC(C)C)c(C)o2)c1 (configuration not stated) was read as RECQ1 helicase -6%, TRb SRC2 PPI 0%, TR SRC2 fluor cs 1%, Lamin A splicing -13%, KDM4E inh -6%, GoLoco inh red 3%, SMN2 splice enh -1% and ALDH1A1 block -6%.
Cc1ccccc1C(=O)NC=C1C(=O)OC(C)(C)OC1=O was read as RECQ1 helicase 21%, TRb SRC2 PPI 1%, TR SRC2 fluor cs 4%, KDM4E inh -20%, GoLoco inh red 0%, SMN2 splice enh 10% and ALDH1A1 block -8%.
For Cc1cc(C)c(S(C)(=O)=O)c(S(=O)c2ccc(Cl)cc2)n1 (configuration not stated) the results were RECQ1 helicase 0%, TRb SRC2 PPI -8%, TR SRC2 fluor cs 2%, Lamin A splicing 4%, KDM4E inh 6%, GoLoco inh red 0%, SMN2 splice enh 1% and ALDH1A1 block 10%.
COC(=O)C(C)Sc1nnc(Cc2cc(=O)[nH]c(=O)[nH]2)n1-c1ccc(Cl)cc1 (configuration not stated) was read as RECQ1 helicase -8%, TRb SRC2 PPI 2%, TR SRC2 fluor cs -4%, Lamin A splicing 0%, KDM4E inh -1%, GoLoco inh red -13%, SMN2 splice enh 11% and ALDH1A1 block -3%.
`CSc1nnnn1CCn1nnnc1SC` gave RECQ1 helicase -5%, TRb SRC2 PPI -11%, TR SRC2 fluor cs 0%, Lamin A splicing inconclusive, KDM4E inh 6%, GoLoco inh red 3%, SMN2 splice enh 3% and ALDH1A1 block 9%.
Screening Nc1ccc(S(=O)(=O)NC2(C(F)(F)F)NC(=O)N(c3ccccc3Cl)C2=O)cc1 (configuration not stated) returned RECQ1 helicase -1%, TRb SRC2 PPI -4%, TR SRC2 fluor cs -1%, Lamin A splicing 8%, KDM4E inh 2%, GoLoco inh red 6%, SMN2 splice enh 3% and ALDH1A1 block 7%.
`O=C(c1cccc(S(=O)(=O)N2CCCC2)c1)N1CCCc2ccccc21` gave RECQ1 helicase -1%, TRb SRC2 PPI 2%, TR SRC2 fluor cs 1%, KDM4E inh 7%, GoLoco inh red 4% and ALDH1A1 block 9%.
For Cc1sc2ncnc(N/N=C/c3ccccc3O)c2c1C the results were RECQ1 helicase -3%, TRb SRC2 PPI 11%, TR SRC2 fluor cs -5%, Lamin A splicing inconclusive, KDM4E inh 25µM*, GoLoco inh red 3%, SMN2 splice enh -81%[inhibitor] and ALDH1A1 block -3%.
`O=C(Nc1cccc(Cl)c1)C1CCCN(S(=O)(=O)c2cnc[nH]2)C1` (configuration not stated) gave RECQ1 helicase -8%, TRb SRC2 PPI -19%, TR SRC2 fluor cs -2%, Lamin A splicing 4%, KDM4E inh 0%, GoLoco inh red 2%, SMN2 splice enh -15% and ALDH1A1 block 2%.
Screening CCOc1ccc(NCCC(=O)c2ccc3c(c2)OCO3)cc1 returned RECQ1 helicase -9%, TRb SRC2 PPI 1%, TR SRC2 fluor cs 1%, Lamin A splicing -26%, KDM4E inh -29%, GoLoco inh red -17% and ALDH1A1 block 0.63µM*.
For NS(=O)(=O)c1ccc(CCNC(=O)CN2CCN(c3cccc(Cl)c3)CC2)cc1 the results were RECQ1 helicase -12%, TRb SRC2 PPI 0%, TR SRC2 fluor cs 2%, Lamin A splicing inconclusive, KDM4E inh 5%, GoLoco inh red 5%, SMN2 splice enh -53%[inhibitor] and ALDH1A1 block 12%.
`CCOC(=O)C1CCN(C(=O)Cc2c(C(=O)O)n(CC)c3ccccc23)CC1` gave RECQ1 helicase -1%, TRb SRC2 PPI -1%, TR SRC2 fluor cs -6%, Lamin A splicing 11%, KDM4E inh -9%, GoLoco inh red 5%, SMN2 splice enh 1% and ALDH1A1 block 0%.
Screening COc1ccc2[nH]c(=O)c(CN(C(=O)c3cccnc3)c3ccccc3OC)cc2c1 returned RECQ1 helicase -4%, TRb SRC2 PPI -8%, TR SRC2 fluor cs 0%, Lamin A splicing -13%, KDM4E inh inconclusive, GoLoco inh red 4%, SMN2 splice enh 6% and ALDH1A1 block inconclusive.
`CC(=O)Nc1ccc(S(=O)(=O)N2CCCN(S(=O)(=O)c3ccc(C)cc3)CC2)cc1` gave RECQ1 helicase -3%, TRb SRC2 PPI -10%, TR SRC2 fluor cs 1%, Lamin A splicing inconclusive, KDM4E inh 0% and ALDH1A1 block inconclusive.
Screening Cc1cccn2cc(-c3c[nH]c4ccccc34)nc12 returned RECQ1 helicase 0%, TRb SRC2 PPI 1%, TR SRC2 fluor cs -8%, Lamin A splicing -24%[46 µM], KDM4E inh inconclusive, GoLoco inh red 4%, SMN2 splice enh 13µM* and ALDH1A1 block inconclusive.
For CNc1oc(-c2ccccc2)nc1C#N the results were RECQ1 helicase -3%, TRb SRC2 PPI -6%, TR SRC2 fluor cs -10%, Lamin A splicing 6%, KDM4E inh inconclusive, GoLoco inh red 6%, SMN2 splice enh 47% and ALDH1A1 block inconclusive.
Cc1ccsc1C(=O)N1CCCC(CCC(=O)NCc2ccccc2F)C1 (configuration not stated) was read as RECQ1 helicase -1%, TRb SRC2 PPI -1%, TR SRC2 fluor cs 0%, Lamin A splicing 2%[46 µM], KDM4E inh 5%, GoLoco inh red 1% and ALDH1A1 block -4%.
CCc1ccc(C(C(=O)NC2CCCC2)N(C(=O)/C=C/C(=O)Nc2cc(C)on2)c2ccccc2C)cc1 (configuration not stated) was read as RECQ1 helicase 2%, TRb SRC2 PPI -3%, TR SRC2 fluor cs 0%, Lamin A splicing inconclusive, KDM4E inh 9%, GoLoco inh red -6%, SMN2 splice enh -51%[inhibitor] and ALDH1A1 block 11%.
Screening CCOC(=O)C1=C(C)OC(N)=C(C#N)C1c1ccc(O)c(OC)c1 (configuration not stated) returned RECQ1 helicase -2%, TRb SRC2 PPI -3%, TR SRC2 fluor cs 0%, Lamin A splicing 3%, KDM4E inh -10%, GoLoco inh red -3%, SMN2 splice enh -6% and ALDH1A1 block 8%.
For N#Cc1ccsc1NC(=O)CN1CCN(c2ccccn2)CC1 the results were RECQ1 helicase -8%, TRb SRC2 PPI 2%, TR SRC2 fluor cs -1%, Lamin A splicing 8%, KDM4E inh 3%, GoLoco inh red 13%, SMN2 splice enh -16% and ALDH1A1 block 8%.
For CCc1cc(=O)oc2cc(C)cc(OC(C)C(=O)O)c12 (configuration not stated) the results were RECQ1 helicase -2%, TRb SRC2 PPI 12%, TR SRC2 fluor cs 2%, Lamin A splicing -12%[0.0737 µM], KDM4E inh inconclusive, GoLoco inh red 1%, SMN2 splice enh 21% and ALDH1A1 block inconclusive.
Screening CCOC(=O)Cc1c(C)nc(Cc2ccc(OC(C)C)cc2)[nH]c1=O returned RECQ1 helicase inactive, TRb SRC2 PPI -5%, TR SRC2 fluor cs 2%, KDM4E inh 8%, GoLoco inh red -2%, SMN2 splice enh -14% and ALDH1A1 block 4%.
`CC(C)Cc1nnc(NC(=O)c2cc(-c3ccccc3)nc3ccccc23)s1` gave RECQ1 helicase -3%, TRb SRC2 PPI -5%, TR SRC2 fluor cs -6%, Lamin A splicing 11%, KDM4E inh -2%, GoLoco inh red 6%, SMN2 splice enh 23% and ALDH1A1 block inconclusive.
Screening CCOc1ccc(NC(=S)N(CCCN2CCOCC2)Cc2cn(C)c3ccccc23)cc1 returned RECQ1 helicase -6%, TRb SRC2 PPI 0%, TR SRC2 fluor cs 0%, Lamin A splicing -17%, KDM4E inh 5%, GoLoco inh red -3%, SMN2 splice enh inconclusive and ALDH1A1 block 4µM*.
`CN(C)CCOC(=O)COc1ccc(Cl)cc1` gave RECQ1 helicase inactive, TRb SRC2 PPI 6%, TR SRC2 fluor cs -15%, Lamin A splicing inconclusive, KDM4E inh 9%, GoLoco inh red -2%, SMN2 splice enh -13% and ALDH1A1 block -13%.
Screening CCCn1nc(C(=O)OCC(=O)Nc2ncc(Cl)c(C)c2Cl)c2ccccc2c1=O returned RECQ1 helicase -2%, TRb SRC2 PPI 10%, TR SRC2 fluor cs 0%, Lamin A splicing -5%, KDM4E inh 9%, GoLoco inh red 8%, SMN2 splice enh 17% and ALDH1A1 block inconclusive.
For O=C(Nc1ccccc1F)c1ccco1 the results were RECQ1 helicase inactive, TRb SRC2 PPI -5%, TR SRC2 fluor cs 3%, Lamin A splicing -7%, KDM4E inh -10%, GoLoco inh red 10%, SMN2 splice enh -41%[inhibitor] and ALDH1A1 block -1%.
For Cc1ccc(-c2nc3ccccc3s2)cc1NC(=S)NC(=O)c1cccc2ccccc12 the results were RECQ1 helicase inactive, TRb SRC2 PPI 0%, TR SRC2 fluor cs -1%, Lamin A splicing inconclusive, KDM4E inh -2%, GoLoco inh red 1%, SMN2 splice enh inconclusive and ALDH1A1 block -8%.

Screening data from PubChem BioAssay.

The list is partial; the hit share may differ from the screen's.
